Screening results from PubChem.
LYPLA1 inh = blocks human lysophospholipase 1, a PME1 counter-screen | inhibition, % at 5.9 µM | AID 2174 | recombinant LYPLA1, FP-Rh probe fluorescence polarization | hit rate 0.16% among 320,000 | O75608;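 active = inhibition above the mean of all tested compounds plus 3 SD, set per campaign, cut at about 14% in these data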;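 note: inhibitors block serine hydrolase probe labeling of LYPLA1 so polarization falls; 0% = enzyme with DMSO and 100% = wells lacking LYPLA1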
PAD4 inh = PAD4 (human) enzyme inhibition | Q9UM07 | recombinant PAD4, RCA probe fluorescence polarization | inhibition, % at 6.36 µM | hit rate 0.41% among 330,000 | AID 485272;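 active = percent inhibition above a cutoff equal to the mean of all tested compounds plus 3 SD, cut at about 15% in these data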;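 note: 0% = PAD4 with RCA probe and DMSO and 100% = probe without PAD4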
PREPL inhibitor = inhibits the human prolyl oligopeptidase-like enzyme; recombinant PREPL, fluorescence polarization activity-based probe; inhibition, % at 5.96 µM; hit rate 0.68% among 320,000; in the data active = inhibition above about 43%;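 note: 0% = enzyme with DMSO and 100% = wells lacking enzyme; many of its hits are not listed in these tables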
Target sequence (Q4J6C6 whole entry, looked up): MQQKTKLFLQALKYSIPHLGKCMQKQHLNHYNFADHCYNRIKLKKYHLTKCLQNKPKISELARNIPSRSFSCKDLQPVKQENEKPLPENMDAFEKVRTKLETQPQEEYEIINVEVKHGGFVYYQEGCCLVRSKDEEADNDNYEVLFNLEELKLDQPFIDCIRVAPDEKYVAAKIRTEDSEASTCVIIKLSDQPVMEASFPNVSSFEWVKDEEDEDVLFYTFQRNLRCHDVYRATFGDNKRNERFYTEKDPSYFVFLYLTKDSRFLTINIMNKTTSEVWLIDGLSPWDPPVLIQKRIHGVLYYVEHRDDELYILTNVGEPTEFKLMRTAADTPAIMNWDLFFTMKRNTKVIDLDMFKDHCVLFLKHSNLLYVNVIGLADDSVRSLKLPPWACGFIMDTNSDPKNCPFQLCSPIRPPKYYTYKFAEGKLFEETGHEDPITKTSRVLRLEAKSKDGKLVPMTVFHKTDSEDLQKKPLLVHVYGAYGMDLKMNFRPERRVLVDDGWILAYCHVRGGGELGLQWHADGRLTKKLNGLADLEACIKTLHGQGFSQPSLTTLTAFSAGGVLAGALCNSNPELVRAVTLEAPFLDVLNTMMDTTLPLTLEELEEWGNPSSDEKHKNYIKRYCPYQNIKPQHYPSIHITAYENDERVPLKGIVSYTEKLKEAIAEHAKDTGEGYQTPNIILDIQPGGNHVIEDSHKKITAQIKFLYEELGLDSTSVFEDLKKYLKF
LYPLA2 counter = blocks human lysophospholipase 2, a PME1 counter-screen; O95372; recombinant LYPLA2, FP-Rh probe fluorescence polarization; inhibition, % at 5.9 µM; hit rate 0.38% among 320,000; AID 2177;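 active = inhibition above the screen-wide mean plus 3 SD, limit set per campaign, cut at about 26% in these data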;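 note: 0% = LYPLA2 with DMSO and 100% = wells lacking LYPLA2 enzyme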
Target sequence (O95372 whole entry, looked up): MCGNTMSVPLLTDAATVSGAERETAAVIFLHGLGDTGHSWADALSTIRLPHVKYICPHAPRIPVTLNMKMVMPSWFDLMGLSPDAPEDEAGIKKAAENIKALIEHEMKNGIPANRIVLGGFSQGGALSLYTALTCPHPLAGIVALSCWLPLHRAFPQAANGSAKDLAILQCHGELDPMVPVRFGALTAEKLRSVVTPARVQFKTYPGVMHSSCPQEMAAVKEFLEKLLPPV
pPAFAH inh = inhibitors of human plasma PAF acetylhydrolase (pPAFAH) | Q13093 | recombinant pPAFAH, FP-rhodamine probe fluorescence polarization | inhibition, % at 3.39 µM | hit rate 1.5% among 330,000;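 active = inhibition above the mean inhibition across the screen plus 3 SD, cut at about 25% in these data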;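 note: inhibitors block binding of the rhodamine activity-based probe so polarization drops; 0% = enzyme with DMSO and 100% = wells lacking pPAFAH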
PAFAH1B2 FP inh = PAFAH1B2 (human) inhibition; recombinant PAFAH1B2, FP-rhodamine activity probe, fluorescence polarization; inhibition, % at 3.39 µM; hit rate 1.2% among 340,000; P68402;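 active = inhibition above the mean of all tested compounds plus 3 SD, cut at about 24% in these data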;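 note: 0% = enzyme with DMSO and 100% = wells lacking PAFAH1B2; many of its hits are not listed in these tables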
GSTO1 inh = GSTO1 inhibition, counter-screen for RBBP9 inhibitors. inhibition, % at 5.96 µM. AID 1974. recombinant GSTO1, activity-based probe fluorescence polarization. hit rate 1.1% among 300,000;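 active = inhibition above the campaign mean inhibition plus 3 SD, cut at about 35% in these data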;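 note: 0% = GSTO1-1 with DMSO and 100% = wells lacking GSTO1-1 enzyme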
PAFAH2 FP inh = PAFAH2 (human) inhibition; recombinant PAFAH2, FP-rhodamine activity probe, fluorescence polarization; Q99487; hit rate 0.99% among 340,000; inhibition, % at 3.39 µM; AID 492956;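 active = inhibition above the mean over all tested compounds plus 3 SD, cut at about 30% in these data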;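 note: inhibitors block probe labeling of enzyme so polarization drops; 0% = enzyme with DMSO and 100% = wells lacking PAFAH2 protein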
PAFAH1B3 inh = PAFAH1B3 (human) inhibition | hit rate 0.28% among 340,000 | recombinant PAFAH1B3, FP-rhodamine probe, fluorescence polarization | Q15102 | inhibition, % at 3.39 µM;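 active = inhibition above the screen-wide average of all tested compounds plus 3 SD, cut at about 25% in these data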;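 note: 0% = enzyme with DMSO only and 100% = wells lacking PAFAH1B3 protein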
Active calls of the source: *; / = no result given.

The opening two compounds (preview)
SMILES	LYPLA1 inh	PAD4 inh	PREPL inhibitor	LYPLA2 counter	pPAFAH inh	PAFAH1B2 FP inh	GSTO1 inh	PAFAH2 FP inh	PAFAH1B3 inh
O=C(NCc1ccco1)c1ccc(COc2ccccc2Cl)cc1	-3	-1	-10	1	8	-2	-1	-11	2
COc1ccc(NC(=O)C23CC4CC(C2)CC(n2cnc(Br)n2)(C4)C3)cc1OC	0	-6	6	3	-5	8	0	-2	-2

Results, previewed entries included:
SMILES	LYPLA1 inh	PAD4 inh	PREPL inhibitor	LYPLA2 counter	pPAFAH inh	PAFAH1B2 FP inh	GSTO1 inh	PAFAH2 FP inh	PAFAH1B3 inh
O=C(NCc1ccco1)c1ccc(COc2ccccc2Cl)cc1	-3	-1	-10	1	8	-2	-1	-11	2
COc1ccc(NC(=O)C23CC4CC(C2)CC(n2cnc(Br)n2)(C4)C3)cc1OC	0	-6	6	3	-5	8	0	-2	-2
COc1ccc(CCNc2ncccc2C#N)cc1OC	-1	5	13	-13	-4	3	3	1	7
Cc1occc1C(=O)N1CCC2(CCCN(Cc3ccc(F)c(F)c3)C2)C1 (stereo unspecified)	0	-1	19	2	-1	-2	-4	-4	0
Cc1ccccc1C(=O)NC(CC(C)C)C(=O)Nc1ccc(F)c([N+](=O)[O-])c1 (stereo unspecified)	1	-2	4	14	3	1	3	7	-6
CCc1nnc(NC(=O)C2CC(=O)N(C3CCCCC3)C2)s1 (stereo unspecified)	2	0	0	-2	10	1	2	3	1
CN(CC(=O)Nc1ccc(F)cc1)C(=O)COC(=O)COc1ccc(C#N)cc1	-2	-4	-3	-1	15	0	7	0	13
CCOc1ccc(NC(=O)CC)cc1	-2	-1	-10	-2	2	/	-13	/	/
COc1ccc(N(CC(=O)Nc2cc(C)on2)S(=O)(=O)c2cc(C)ccc2C)cc1	2	3	-7	-1	0	0	-3	4	14
CCN(CC(=O)Nc1cccc(F)c1)CC(=O)Nc1ccccc1OC	0	3	-8	-1	0	-3	3	-1	4
COc1ccc(C)cc1NC(=O)CN(C)S(=O)(=O)c1cc(C)ccc1OC	0	-6	-2	-1	5	0	-11	-3	-9
COc1cc(C(=O)NCC(=O)NC(C)CCc2ccccc2)cc(OC)c1OC (stereo unspecified)	3	3	10	27*	-1	7	-1	-3	0
CC(=O)OCc1cc2cc(C)ccc2[nH]c1=O	5	-5	8	8	7	-4	-2	-1	1
C[C@@H](CSc1ccc(Br)cc1)CN1CC[C@H](NC(=O)OCc2ccccc2)CCC1=O	/	-7	18	/	8	23	/	6	-7
CCOC(=O)C1=C(COC(=O)c2cccc(N(C)C)c2)NC(=O)NC1C (stereo unspecified)	3	-1	6	5	2	3	12	2	-5
Cc1cc(C)n2nc(SCC(=O)c3c(N)n(CC(C)C)c(=O)n(C)c3=O)nc2n1	-3	2	-7	-2	-4	2	-5	-10	4
O=C(c1ccc(F)cc1)N1CCC(C(=O)N2CCN(S(=O)(=O)c3cccc([N+](=O)[O-])c3)CC2)CC1	1	9	-4	7	2	3	-2	0	-5
COc1ccc(C2OC(=O)CC2C(=O)NCc2ccccc2Cl)cc1OC (stereo unspecified)	1	3	-1	12	0	4	2	-1	8
CC(=O)Nc1ccc(S(=O)(=O)N(CC(=O)NC2CC2)Cc2ccccc2)cc1	/	-2	9	/	-8	10	/	-5	14
O=C(CCCn1c(=O)c2ccccc2n(Cc2ccccc2)c1=O)NCc1ccco1	2	2	-18	-5	0	-1	-9	-3	4
O=C(COc1ccccc1)OCc1csc(Nc2ccccc2)n1	0	-3	-7	0	12	9	-3	2	-1
CCCC(=O)N(C1CC(C)C(C#N)(C#N)C1(C#N)C#N)N(C)C (stereo unspecified)	4	0	8	6	4	11	0	6	2
COc1ccccc1CNC(=O)CSc1ccc(-c2cccc([N+](=O)[O-])c2)nn1	-1	1	3	5	6	1	9	7	3
CCc1cccc2sc(N(CCCN3CCOCC3)C(=O)CS(=O)(=O)c3ccccc3)nc12	0	0	-9	2	5	-2	2	4	4
CCC(C)C(NC(=O)C1CCC(C)CC1)C(=O)Nc1ccc(OC)cc1OC (stereo unspecified)	1	1	16	1	1	6	-3	3	3
SMILES	LYPLA1 inh	PAD4 inh	PREPL inhibitor	LYPLA2 counter	pPAFAH inh	PAFAH1B2 FP inh	GSTO1 inh	PAFAH2 FP inh	PAFAH1B3 inh
Cc1ccc2c(CN3CCN(Cc4ccc5c(c4)OCO5)CC3)cc(=O)oc2c1C	3	-1	29	8	5	-2	1	-2	10
COc1ccccc1OCc1cc(C(=O)N2CCN(C)C(c3ccccc3)C2)no1 (stereo unspecified)	0	-1	11	4	1	-2	0	5	2
CCN1CCN(Cc2ccc(NC(=O)c3cc(NC(=O)c4cnn(-c5ccccc5)c4N)cc(OC)c3)cc2C(F)(F)F)CC1	-18	-1	4	-35	-3	-3	-9	2	2
CCCNC(=O)C1CCC(CNS(=O)(=O)c2ccc3c(c2)CC(C)N3C(C)=O)CC1 (stereo unspecified)	1	-4	11	1	4	-1	4	-3	2
Cc1cc(C)n(CC(C)NCc2c(C(=O)N3CCOCC3)nc3c(C)cccn23)n1 (stereo unspecified)	0	-5	0	3	1	2	15	-1	6
CCC(=O)N1CC(C)C(=O)Nc2ccccc21 (stereo unspecified)	3	-3	0	-1	3	5	-7	-3	9
CCOC(=O)c1cccc(NC(=O)c2ccc3c(c2)C(=O)N(CC2CCCO2)C3=O)c1 (stereo unspecified)	28*	-1	-3	3	-1	-3	3	-4	4
CN(CCCNC(=O)C1CCCN(S(=O)(=O)c2cnc[nH]2)C1)c1ccccc1 (stereo unspecified)	1	1	4	3	1	1	2	-1	4
CCCCNc1nc(CC(C)=O)ns1	-2	-1	11	-2	-4	1	-3	3	0
CC(=O)c1ccc(N2CCN(C(=O)c3cc4c(C)nc5ccccc5c4o3)CC2)cc1	-4	-8	-6	-3	3	-2	1	8	4
C=CCn1c(C)cc(C(=O)COc2ccc(N(C)S(=O)(=O)c3ccc(NC(C)=O)cc3)cc2)c1C	/	2	2	/	7	5	/	24	-1
CCCCN(CC)CCCNC(=O)c1cc2c(-c3ccc(OC)c(OC)c3)nn(C)c2s1	3	-2	34	-5	2	0	3	-5	6
Cc1ccc(-n2ncc3c(SCC(=O)NNC(=O)c4ccco4)ncnc32)cc1	0	0	14	1	-3	-1	-4	14	10
CCOc1ccc(N2C(=O)CC(N3CCN(c4ccc(C(=O)c5ccncc5)cc4)CC3)C2=O)cc1 (stereo unspecified)	5	-3	3	29*	0	-3	6	3	-4
Cc1cccc(C(=O)Nc2ccc(S(=O)(=O)Nc3nc(C)cc(C)n3)cc2)c1	-4	-3	11	-5	8	3	-3	1	7
O=C(COC(=O)c1ccc(Br)o1)NCC1CCCO1 (stereo unspecified)	-1	-1	3	1	8	2	-2	-8	11
CC(=O)c1cccc(NC(=O)c2ccc(OCc3c(C)noc3C)cc2)c1	-2	-1	-1	5	-2	5	/	-4	-1
Cc1c(Br)c([N+](=O)[O-])nn1C(C)C(=O)Nc1c(C)n(C)n(-c2ccccc2)c1=O (stereo unspecified)	0	-3	-3	1	4	-1	3	-3	9
COc1ccc(CCNC(=O)COC(=O)/C=C/c2ccc3c(c2)OCO3)cc1	/	-2	10	/	3	2	/	19	14
COc1ccc(OC)c(NC(=O)C23CCC(C)(C(=O)C2)C3(C)C)c1 (stereo unspecified)	4	-5	6	2	2	1	-4	2	0
O=C(O)CC1(CC(=O)Nc2cccc(C(=O)O)c2)CCCC1	0	2	11	3	-2	8	-6	6	10
CN(C)CCCn1c2c(c(SCC(=O)Nc3ccc4c(c3)OCCO4)nc1=O)CCC2	-1	1	22	5	-2	8	1	2	8
Cc1ccc(S(=O)(=O)Nc2cccc(C(=O)NCC(C)(C)N3CCOCC3)c2)cc1F	-1	0	-23	-2	6	3	9	1	8
CC[C@@]1(C(=O)OC)N[C@H](CN(C)S(=O)(=O)c2ccc(F)cc2)[C@@H]2C(=O)N(C)C(=O)[C@@H]21	/	-2	8	/	1	4	/	2	12
COc1ccccc1C(=O)Nc1ccc(OCC(=O)N2CC(C)OC(C)C2)cc1 (stereo unspecified)	1	-3	14	5	-5	-1	/	-3	6
SMILES	LYPLA1 inh	PAD4 inh	PREPL inhibitor	LYPLA2 counter	pPAFAH inh	PAFAH1B2 FP inh	GSTO1 inh	PAFAH2 FP inh	PAFAH1B3 inh
Cc1ccc(/C=C2\SC(=S)N(c3cccnc3)C2=O)o1	1	-1	25	17	14	1	25	1	4
Clc1ccc2c(c1)nc1n2CCCC1	3	0	1	1	4	8	8	1	5
CCOC(=O)C(NC(=O)CC)(N1CCc2ccccc2C1)C(F)(F)F (stereo unspecified)	-4	1	4	-5	2	4	7	-4	3
CCC1(c2ccccc2)NC(=S)N(c2ccc(C)cc2)N1 (stereo unspecified)	3	6	4	13	2	2	4	4	6
COc1ccc(S(=O)(=O)N2CCOCC2)cc1NC(=O)Cc1ccsc1	/	2	10	/	1	5	/	16	10
CCc1ccc(S(=O)(=O)NC2CC(C)(C)NC(C)(C)C2)cc1	0	1	3	2	-2	-4	1	-12	9
CCN(CC)CCCNC(=O)c1cn(CCOC)c(=O)c2c1c1ccccc1n2C	5	-2	12	0	1	-3	7	0	7
Cc1ccc(NC(=O)Nc2cccc(Cl)c2)c(C(=O)O)c1	0	-1	5	0	4	14	-16	8	6
CN(C)CC1CCCCC1C1(O)c2ccccc2CSc2sccc21 (stereo unspecified)	2	4	7	3	-3	3	2	-4	6
COc1ccc(NC(=O)Nc2cc(C(C)(C)C)on2)cc1OC	3	0	10	5	3	9	-2	1	2
CCOC(=O)c1ccc(NC(=O)c2nc[nH]c2C(=O)NCCCNC(=O)c2[nH]cnc2C(=O)Nc2ccc(C(=O)OCC)cc2)cc1	-2	-6	0	0	-2	3	/	-4	13
CC(=O)Oc1cc(C(=O)OCC(=O)N2CCc3ccccc3C2)cc(OC(C)=O)c1OC(C)=O	/	3	31	/	33*	12	/	36*	7
COc1ccc(C(=O)N2CC3(C)C4CCC3(C)C2(C#N)C4)cc1OC (stereo unspecified)	-4	2	5	-1	5	9	5	1	-1
CC(NCc1ccc(S(N)(=O)=O)cc1)C(=O)Nc1ccc([N+](=O)[O-])cc1Cl (stereo unspecified)	0	-10	6	-6	-6	7	-1	-6	-4
CCn1c(NCc2cc(Br)ccc2NS(=O)(=O)c2ccc(C)cc2)nc2ccccc21	-14	-1	-4	-20	1	0	-11	-4	-4
COc1ccc(-c2n[nH]c(=S)n2/N=C/C=C\c2ccccc2OC)cc1	0	2	-20	2	6	6	4	9	6
Cn1cc(C(=O)NCc2ccc(F)cc2)cn1	3	0	0	4	3	2	9	1	11
O=C(Nc1cccnc1Cl)c1ccc(=O)oc1	1	5	4	-2	-4	9	-1	5	17
COCC(C)n1c(C)cc(C(=O)CSc2nc3ccccc3c(=O)[nH]2)c1C (stereo unspecified)	-2	6	3	1	2	-2	-4	-7	-3
CCCCNC(=O)NNC(=O)c1ccc(F)cc1	0	-2	-5	-2	-2	2	-5	8	6
COC(=O)C1=C(C)N(C)C(C)=C(C(=O)OC)C1c1ccc(F)c(Br)c1	1	2	23	3	3	1	15	-6	-5
Cc1ccc(C(=O)NNC(=O)C(NC(=O)c2cccc(C)c2)C(C)C)cc1 (stereo unspecified)	-3	-1	-5	0	-1	7	/	9	7
C/C(=N\NC(=O)C1(C)CC1(Br)Br)c1cccc(NC(=O)C(C)(C)C)c1 (stereo unspecified)	0	0	5	-2	5	1	-5	-2	0
CCOC(=O)c1c(NC(=O)CN2C(=O)NC3(CCC(CC)CC3)C2=O)sc(C)c1-c1ccc(C)cc1 (stereo unspecified)	1	-1	-4	1	2	2	-3	1	2

Some of the compounds tested. The share of hits here may be higher or lower than overall.
